# DAGLB inhibitor: DAGLB lipase inhibitors, primary screen, biochemical, fluorescence, HTS | 0.059% of 340,000 active | AID 504411, 2011 | HEK293T DAGLB membrane lysate, EnzChek fluorogenic substrate | Diacylglycerol lipase-beta (Homo sapiens), Q8NCG7 | inhibition, % at 5.17 µM; in the data active means inhibition above about 34%;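 further: 0% = enzyme with vehicle and 100% = wells lacking enzyme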
# Target sequence (Q8NCG7 whole entry, looked up): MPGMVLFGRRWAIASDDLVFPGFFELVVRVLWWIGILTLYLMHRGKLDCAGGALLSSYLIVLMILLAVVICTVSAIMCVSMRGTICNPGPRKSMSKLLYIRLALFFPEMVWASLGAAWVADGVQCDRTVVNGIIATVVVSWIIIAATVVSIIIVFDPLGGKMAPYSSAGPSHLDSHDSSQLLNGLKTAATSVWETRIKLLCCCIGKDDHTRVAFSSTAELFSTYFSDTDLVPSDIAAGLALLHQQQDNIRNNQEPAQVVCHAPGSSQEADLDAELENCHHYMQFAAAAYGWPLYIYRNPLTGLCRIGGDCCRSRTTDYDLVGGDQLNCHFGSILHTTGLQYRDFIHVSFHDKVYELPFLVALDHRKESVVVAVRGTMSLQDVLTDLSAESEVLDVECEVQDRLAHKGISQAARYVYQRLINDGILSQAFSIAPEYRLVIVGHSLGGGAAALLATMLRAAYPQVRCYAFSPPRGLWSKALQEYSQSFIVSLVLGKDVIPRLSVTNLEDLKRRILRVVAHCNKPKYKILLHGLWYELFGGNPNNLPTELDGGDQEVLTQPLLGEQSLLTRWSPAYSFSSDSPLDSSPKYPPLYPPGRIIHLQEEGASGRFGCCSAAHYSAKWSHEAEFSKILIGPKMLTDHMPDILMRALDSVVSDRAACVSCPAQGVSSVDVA
# NSD2 HMT inh: NSD2 histone methyltransferase inhibitors, primary screen, biochemical, AlphaScreen, single concentration, set 2 | 0.54% of 310,000 active | inhibition, % at 12.5 µM | NSD2 peptide methylation, 120 min; in the data active means inhibition above about 50%
# C-LANA FP: inhibitors of KSHV C-LANA binding to DNA, primary screen, biochemical, fluorescence polarization, FAM-LBS DNA, MBP-C-LANA, single point. inhibition, % at 9 µM. 0.078% of 340,000 active. AID 504423, 2011;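 active means highest replicate inhibition at or above 60% at 9 µM, even if other replicates fall short; inactive means all replicates below 60% inhibition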;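 further: 0% = neutral control wells and 100% = 4 µM acridine orange control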
# Keap1-Nrf2 PPI: Keap1-Nrf2 protein-protein interaction inhibitors, primary screen, biochemical, fluorescence polarization, single point. AID 504523, 2011. Keap1 Kelch-Nrf2 peptide fluorescence polarization, 1536-well. Kelch-like ECH-associated protein 1 (Homo sapiens), Q14145. inhibition, % at 9.4 µM. 0.15% of 340,000 active; in the data active means inhibition above about 12%;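 further: human Keap1 Kelch domain with fluorescein labeled Nrf2 9mer peptide probe; 0% = neutral control wells and 100% = peptide positive control; higher means more block of Keap1 binding to Nrf2 peptide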
# CAL PDZ FP-1: CAL PDZ peptide-binding inhibitors, primary screen, biochemical, fluorescence polarization, Cer-tagged CAL PDZ, HTS | Golgi-associated PDZ and coiled-coil motif-containing protein (Homo sapiens), Q9HD26 | purified CAL PDZ, TMR-peptide fluorescence polarization, 1 h | inhibition, % at 20 µM | 0.02% of 330,000 active | AID 504414, 2011;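 active means highest replicate inhibition of at least 40%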;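 further: plate controls were DMSO neutral control wells for no effect and unlabeled competitor peptide control wells for full effect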
#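 System: tagged CAL PDZ domain. Schedule: 1 h room-temperature incubation prior to read. Signal: fluorescence polarization (mP). Measure: percent inhibition from loss of millipolarization.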
# Cardiac RTF inh: cardiac RTF calcium sensitivity inhibitors, primary screen, biochemical, IANBD-TnC fluorescence, EC70 calcium | Troponin I, cardiac muscle (Homo sapiens) + Troponin T, cardiac muscle (Homo sapiens) + … | IANBD-labeled cardiac RTF, Ca2+ fluorescence | inhibition, % at 7.15 µM | 0.12% of 340,000 active;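 active means inhibition above the mean inhibition of all tested compounds plus 3 SD, cut at about 17% in these data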;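 further: assay run at fixed EC70 calcium of 1.6 mM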
# V-ATPase pH: regulators of yeast V-ATPase proton pumping, primary screen, pHLuorin cytosolic pH fluorescence | S. cerevisiae | response, % at 10 µM | 0.37% of 350,000 active | AID 504577, 2011; in the data active means response mostly above about 7.3%, no sharp cut-off; inactive means mostly below about 5.4%; further: actives read high; inactives centre near 0; some compounds called inactive have numbers as strong as hits; reference of the scale not given here
# DSG3 Ab inh: inhibitors of pemphigus antibody binding to DSG3, primary screen, biochemical, bead-based, flow cytometry, scFv-GFP; Desmoglein-3 (Homo sapiens), P32926; 0.48% of 310,000 active; DSG3-coupled beads, scFv-anti-DSG3-GFP binding; active compounds read low; binding (percent of control), % at 10 µM;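 active means binding more than 3 SD below its plate's average and above zero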;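 further: hits lower antibody fragment binding to DSG3; some compounds called inactive have numbers as strong as hits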
# CAL PDZ FP-2: untagged CAL PDZ binding inhibitors, primary screen, biochemical, fluorescence polarization, HTS; 0.92% of 300,000 active; AID 602252, 2012; purified CAL PDZ, TMR-peptide fluorescence polarization, 1 h; inhibition, % at 24.9 µM; Golgi-associated PDZ and coiled-coil motif-containing protein (Homo sapiens), Q9HD26;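 active means mean inhibition of at least 30% with at least half of replicates also reaching 30%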;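 further: 0% = DMSO neutral control and 100% = excess unlabeled competitor peptide PRC23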
# Arrestin-AP2 inh: inhibitors of beta-arrestin/AP2 binding, primary screen, biochemical, GPCR trafficking, flow cytometry. beta-arrestin 1 C-terminal peptide binding to AP2 beta2-adaptin appendage (human). inhibition, % at 10 µM. 0.31% of 340,000 active. FITC-arrestin peptide / GST-AP2 beads; AP2 beta2 appendage carries R879A mutation;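 active means inhibition above a set limit, near 3 SD of compounds lacking own fluorescence, cut at about 54% in these data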;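 further: plate controls were DMSO wells for no effect and 5 µM unlabelled arrestin peptide for full effect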
#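 Assay system: GST-AP2 R879A bound to glutathione beads, E. coli-expressed; Medium: PBS with 0.05% Tween 20 and 0.1% BSA; Also added: fluorescein-tagged arrestin peptide at 50 nM final; Timing: 12 min plus 1 h, RT; Measured by: flow cytometry, FL1 (488/535 nm); Evaluation: percent drop in bead-associated FITC signal.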
# * = called active by the depositor; nt = no result given.
# Sample of the layout:
canonical_smiles	DAGLB inhibitor	Arrestin-AP2 inh	Cardiac RTF inh	C-LANA FP	DSG3 Ab inh	Keap1-Nrf2 PPI	V-ATPase pH	NSD2 HMT inh	CAL PDZ FP-1	CAL PDZ FP-2
CC(C)(C)OC(=O)N1CCC(C(=O)Nc2ccc(C(=O)N3CCOCC3)cc2)CC1	-2	33	8	0.6	97	-5	-2	nt	-0.6	-3
CC1C(=O)N2CCCc3cc(S(=O)(=O)NCCc4ccccc4)cc1c32 (configuration not stated)	1	-17	-4	-0.1	nt	-3	10	0	-1.8	-5
O=C(CN1CCC(C(=O)c2ccc3c(c2)OCCO3)CC1)NC1CCCC1	-5	25	-4	0.3	90	-2	4	-1	-1.4	nt
Cc1cccc2c1CC(C)(C)NC2=C(C#N)C#N	-1	2	3	-0.5	116	1	0	18	-3.5	-2

# The whole of this part (from the top)
canonical_smiles	DAGLB inhibitor	Arrestin-AP2 inh	Cardiac RTF inh	C-LANA FP	DSG3 Ab inh	Keap1-Nrf2 PPI	V-ATPase pH	NSD2 HMT inh	CAL PDZ FP-1	CAL PDZ FP-2
CC(C)(C)OC(=O)N1CCC(C(=O)Nc2ccc(C(=O)N3CCOCC3)cc2)CC1	-2	33	8	0.6	97	-5	-2	nt	-0.6	-3
CC1C(=O)N2CCCc3cc(S(=O)(=O)NCCc4ccccc4)cc1c32 (configuration not stated)	1	-17	-4	-0.1	nt	-3	10	0	-1.8	-5
O=C(CN1CCC(C(=O)c2ccc3c(c2)OCCO3)CC1)NC1CCCC1	-5	25	-4	0.3	90	-2	4	-1	-1.4	nt
Cc1cccc2c1CC(C)(C)NC2=C(C#N)C#N	-1	2	3	-0.5	116	1	0	18	-3.5	-2
CCCNC(=S)N1CCC(C(=O)c2ccc3c(c2)OCCO3)CC1	-1	-15	-8	-1.6	94	-1	-1	2	0.0	1
CCOc1ccc(/C=N/OC(C)C(=O)NCc2ccc3c(c2)OCO3)cc1 (configuration not stated)	-6	1	-6	-1.0	89	2	1	1	-3.4	-2
Cc1cc(C)nc(-n2nc(C)cc2NC(=O)COC(=O)CCC(=O)c2cccs2)n1	1	-6	2	-0.5	nt	-8	-2	0	0.2	-1
CC(NC(=O)Cc1cccs1)c1ccccc1 (configuration not stated)	0	-7	-16	1.3	99	-2	0	12	-0.1	-1
COc1ccc(CN(C)C(=O)c2[nH]c(C)c(C(C)=O)c2C)c(OC)c1OC	-2	-1	-5	-4.6	nt	-3	4	0	-0.8	nt
O=C(NCc1ccccc1)/C(=C/c1ccc(OC(F)F)cc1)c1ccccc1	-9	-9	2	1.0	105	1	-2	-1	-1.1	-1

# The listing continues.
canonical_smiles	DAGLB inhibitor	Arrestin-AP2 inh	Cardiac RTF inh	C-LANA FP	DSG3 Ab inh	Keap1-Nrf2 PPI	V-ATPase pH	NSD2 HMT inh	CAL PDZ FP-1	CAL PDZ FP-2
O=C1CN(C(=O)COC(=O)c2cccc(S(=O)(=O)NCc3ccccc3)c2)c2ccccc2N1	2	-5	-14	-1.6	107	-1	3	2	-0.6	2
CN1CCN(C(=O)/C=C/c2ccc(C#N)cc2)CC1	1	3	-5	-0.2	99	-6	0	2	-4.1	-3
O=c1cc(Cl)[nH]c(=O)n1CCNc1ncc(C(F)(F)F)cc1Cl	7	-10	-9	-0.7	117	-12	-4	1	nt	-7
CC1(C)Cc2c(c(-c3ccccc3Cl)[nH]c(=O)c2C#N)CO1	0	0	-1	0.4	97	4	1	1	-0.2	-7
COc1ccc(CNC(=O)CSc2ncnc3nc[nH]c23)cc1	0	-2	-13	-3.0	99	0	-2	1	0.4	-2
O=C(C1CCC(Cn2c(=S)[nH]c3ccccc3c2=O)CC1)N1CCN(c2ccccc2)CC1 (configuration not stated)	6	2	-1	-0.1	96	2	-1	nt	-1.1	-1
CCCCCNC(=O)CSC1=N/C(=C\c2ccc(Cl)c(Cl)c2)C(=O)N1CC	-6	-1	3	-0.5	101	0	2	10	-0.7	-5
CCOc1ccc(S(=O)(=O)NCCC(=O)N(CC)CC(=O)Nc2c(F)cccc2F)cc1	1	-2	-2	-1.1	107	3	2	0	-1.6	0
COc1ccc(CCN2CC(C(=O)NCCN3CCNC3=O)CCC2=O)cc1 (configuration not stated)	5	2	2	-0.2	102	-1	-4	-5	-1.1	-2
N#CC(C#SN)=C1CCCCC1	0	0	-3	0.2	99	1	2	17	-0.9	nt

# Next structures follow:
canonical_smiles	DAGLB inhibitor	Arrestin-AP2 inh	Cardiac RTF inh	C-LANA FP	DSG3 Ab inh	Keap1-Nrf2 PPI	V-ATPase pH	NSD2 HMT inh	CAL PDZ FP-1	CAL PDZ FP-2
COc1cccc(NC(=O)N(CCCN2CCOCC2)C(C)c2cc3ccccc3o2)c1 (configuration not stated)	1	-9	3	-0.4	103	-3	6	-1	0.9	nt
O=C(c1cccs1)N1CCN(c2ccc([N+](=O)[O-])cc2F)CC1	0	2	-7	-1.7	92	-5	3	1	-0.9	0
CC(=O)C1(C)OC(N)=C(C#N)C(c2ccccc2)C1(C#N)C#N (configuration not stated)	1	11	-13	6.8	100	-1	-1	1	nt	-4
O=c1[nH]nc(SCc2nnc(-c3cccc(Cl)c3)o2)n1C1CCCCC1	0	5	0	0.9	114	-3	-2	0	-0.1	nt
Cc1nc(SCC(N)=O)[nH]c(=O)c1CCC(C)C	2	8	-16	4.5	105	-5	-4	0	0.8	2
COc1ccc(NCc2cccnc2)cc1	-4	-22	1	2.4	91	-4	-3	4	-0.1	1
CC(OC(=O)c1ccc2ncsc2c1)C(=O)Nc1cccc(Cl)c1 (configuration not stated)	2	3	-2	-0.9	103	0	-1	-5	-0.7	2

# 6 entries already listed, arranged by the value under Arrestin-AP2 inh, high to low:
canonical_smiles	DAGLB inhibitor	Arrestin-AP2 inh	Cardiac RTF inh	C-LANA FP	DSG3 Ab inh	Keap1-Nrf2 PPI	V-ATPase pH	NSD2 HMT inh	CAL PDZ FP-1	CAL PDZ FP-2
O=C(CN1CCC(C(=O)c2ccc3c(c2)OCCO3)CC1)NC1CCCC1	-5	25	-4	0.3	90	-2	4	-1	-1.4	nt
Cc1nc(SCC(N)=O)[nH]c(=O)c1CCC(C)C	2	8	-16	4.5	105	-5	-4	0	0.8	2
O=C(c1cccs1)N1CCN(c2ccc([N+](=O)[O-])cc2F)CC1	0	2	-7	-1.7	92	-5	3	1	-0.9	0
CCOc1ccc(S(=O)(=O)NCCC(=O)N(CC)CC(=O)Nc2c(F)cccc2F)cc1	1	-2	-2	-1.1	107	3	2	0	-1.6	0
CCCNC(=S)N1CCC(C(=O)c2ccc3c(c2)OCCO3)CC1	-1	-15	-8	-1.6	94	-1	-1	2	0.0	1
COc1ccc(NCc2cccnc2)cc1	-4	-22	1	2.4	91	-4	-3	4	-0.1	1

# This is a subset, so the mix of outcomes need not match the whole.
